# Source: PubChem BioAssay (The Scripps Research Institute Molecular Screening Center)
# Pf gametocyte – late stage P. falciparum gametocyte viability inhibitors, primary screen, ATP luminescence, HTS; P. falciparum stage V gametocytes, 24 h; inhibition, % at 10.9 µM; hit rate 0.065% among 150,000;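 active = inhibition above the mean plus 3 SD of compounds within the control limits, set per campaign, cut at about 38% in these data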;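 also: 0% = DMSO wells and 100% = medium only without gametocytes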
# Numbers without * were called inactive. The list is partial, so the mix of outcomes need not match the whole.
no. | Structure | Pf gametocyte
1 | COCCn1nnnc1C1(N(Cc2cc3cc(C)ccc3[nH]c2=O)CC2CCCO2)CCN(C)CC1 (centres undefined) | -18
2 | Cc1cccc(NC(=O)c2cnccn2)c1 | 10
3 | Cc1ccc2c(c1)C1(OCCCO1)C(=O)N2CC#N | -11
4 | COc1ccc(C(=O)CCC(=O)Nc2ccc(Cl)cc2)cc1 | -8
5 | Cc1ccc(-c2nnc3c4ccccc4c(C)nn23)cc1S(=O)(=O)N1CCN(C)CC1 | 7
6 | CCOc1ccc(NC(=O)Nc2nc(SCC)ns2)cc1 | -43
7 | OCc1ccnc2oc3ccccc3c12 | -6
8 | COc1cc(OC)c(C(=O)Nc2cccnc2)cc1OC | 20
9 | Cc1ccc(Cl)cc1NS(=O)(=O)Cc1ccccc1 | 13
10 | O=C(Nc1ccccc1)OCCOc1cccc(Br)c1 | 5
11 | CSCC[C@@H](C(=O)NCCCCCCCCCCC(=O)N1CCN(C(=O)OC(C)(C)C)CC1)n1cc(CCO)nn1 | 15
12 | CC(=O)NC1CC2CCCC(C1)N2C(=O)Nc1ccccc1C (centres undefined) | -2
13 | OC(COCc1ccccc1F)CN1CCCCC1 (centres undefined) | -21
14 | COc1ccc(C(C)(C)C)cc1S(=O)(=O)NCC1CCCO1 (centres undefined) | 1
15 | Nc1c(-c2ccccc2)cnc2c(-c3ccccc3)cnn12 | 18
16 | COc1ccc2ccccc2c1/C=N\NC(=O)c1cccnc1 | 5
17 | COc1cccc(C(=O)NC(C)CCc2ccccc2)c1 (centres undefined) | -1
18 | OC(CCN1CCOCC1)c1ccccc1 (centres undefined) | 11
19 | CC(C)CN(Cc1c(O)ccc2c(=O)c(-c3ccccc3)coc12)CC(C)C | 9
20 | O=C(Nc1ccccc1)c1ccc(OC(=O)c2ccccc2)cc1 | 4
21 | Cc1ccc(S(=O)(=O)n2cccc2C)cc1 | 6
22 | CC(=O)c1ccc(Nc2ccc([N+](=O)[O-])c3nonc23)cc1 | 6
23 | O=C1C2CCCCN2C(=O)N1CCCN1CCN(c2cccc(C(F)(F)F)c2)CC1 (centres undefined) | 5
24 | COc1cccc2c1-c1c(C(=O)O)cccc1C2=O | -10
25 | CCC(=O)c1cn(CC(=O)Nc2c(C)cccc2C)c2ccccc12 | -4
26 | C=CCNC(=S)N/N=C/c1ccc(-c2ccc(Cl)cc2Cl)o1 | -6
27 | Cc1ccc(NC(=O)c2cc(C)nc3ccccc23)c(Br)c1 | -1
28 | CNS(=O)(=O)c1cc(-c2nnc(N3CCOCC3)c3ccccc23)ccc1C | 11
29 | C/C(=N\NC(=O)c1ccc(O)cc1)c1cccc(NC(=O)c2ccc(Cl)cc2)c1 | -13
30 | CCC(C)NS(=O)(=O)c1ccc(NC(=O)CNCc2cccs2)cc1 (centres undefined) | 0

# Laid out differently: entries from further up
[29] C/C(=N\NC(=O)c1ccc(O)cc1)c1cccc(NC(=O)c2ccc(Cl)cc2)c1
  Pf gametocyte: -13
[6] CCOc1ccc(NC(=O)Nc2nc(SCC)ns2)cc1
  Pf gametocyte: -43
[2] Cc1cccc(NC(=O)c2cnccn2)c1
  Pf gametocyte: 10
[7] OCc1ccnc2oc3ccccc3c12
  Pf gametocyte: -6

# Continued:
no. | Structure | Pf gametocyte
31 | Cc1csc2nc(CNS(=O)(=O)c3cccnc3)cn12 | 15
32 | CCOc1ccc(N2C(=O)CC(N3CCN(c4ccc([N+](=O)[O-])cc4)CC3)C2=O)cc1 (centres undefined) | -7
33 | C#CCOCCOCCOCCNc1nc(N2CCN(C(=O)[C@H]([C@@H](C)CC)n3cc(CCC(=O)O)nn3)CC2)nc(N2CCN(C(=O)[C@H](CCCCN)n3cc(CCC(=O)O)nn3)CC2)n1 | 12
34 | Nc1c(Cl)c(Cl)nc(C(=O)N/N=C/c2ccco2)c1Cl | 14
35 | COc1cccc(CC2(CO)CCCN(Cc3ccccc3Cl)C2)c1 (centres undefined) | -38
36 | CCC1(CC)C(=O)C2=C3C1[C@H](C(=O)OC)C=C(C(=O)OC)C[C@H]3[C@H]1C(=O)N(Cc3ccccc3)C(=O)[C@H]1[C@H]2C (some centres undefined) | -26
37 | O=C(NNC(=O)c1ccccc1Br)c1ccncc1 | -3
38 | CCOc1ccccc1C1CC(=O)Nc2cc(OC)c(OC)cc21 (centres undefined) | -10
39 | O=c1c2ccccc2nnn1CSc1nc2cc(Cl)ccc2c(=O)n1Cc1ccco1 | 14
40 | COc1ccc(/C=N\NC(=O)c2cccc(F)c2)cc1COc1ccccc1 | 2
41 | CC(C)(C)OC(=O)[C@H](Cc1ccccc1)NC(=O)c1nc[nH]c1C(=O)N1CCN(C(=O)OC(C)(C)C)CC1 | -9
42 | O=c1c2ccccc2ncn1-c1ccc(Br)cc1[N+](=O)[O-] | -7
43 | COC(=O)C1=C[C@@H](C(=O)OC)C2C3=C(C(=O)C24CCCCC4)[C@H](C)n2c(=O)n(-c4ccccc4)c(=O)n2[C@@H]3C1 (some centres undefined) | 20
44 | Cc1cccc(NC(=O)c2ccc3c(c2)CCN3S(C)(=O)=O)c1 | -14
45 | O=C(NCc1ccccc1)C1=C[C@@H](c2ccc(C(F)(F)F)cc2)C[C@@H](OCCCCO)O1 | -28
46 | CCN(CC)CCCN(Cc1cc2cc3c(cc2[nH]c1=O)OCO3)C(=S)NCCOC | 8
47 | COc1ccc(CC(=O)NCC2CCCN(Cc3ccc(OC(F)(F)F)cc3)C2)cc1 (centres undefined) | -12
48 | CN(C)N1C(=O)CC(C)(c2ccc([N+](=O)[O-])cc2)C1=O (centres undefined) | -20
49 | COc1ccc(NC(=O)CCC(=O)c2ccc(F)cc2)cc1 | 14
50 | Cc1[nH]c2ccccc2c1-c1csc(N)n1 | 8
51 | O=C(NCCCNC(=O)c1ccccc1Br)c1ccccc1Br | -8
52 | Cc1cc(C)c2nc(NC(=O)c3ccc([N+](=O)[O-])o3)sc2c1 | 15
53 | C[C@H]1CN(CCc2ccccc2)C(=O)[C@@H]1CC(=O)NCc1ccccc1 | -26
54 | COc1ccc(C(=O)NCCCN2CCOCC2)cc1 | 20
55 | NC(=O)c1ccc(Nc2ccc3nonc3c2[N+](=O)[O-])cc1 | -10
56 | Fc1ccc(Oc2ccnc(Cl)n2)c(Cl)c1 | 0
57 | COc1ccc([C@H]2/C=C\CN(C(=O)c3ccc(C)cc3)[C@@H](C)C(=O)N2Cc2ccc(F)cc2)cc1 | 9
58 | O=C1CCC[C@@H]2Cc3nc4cc5c(cc4cc3[C@@H]3CCN1[C@H]23)OCO5 | -9
59 | CCn1c(/C=C/c2ccc(O)cc2)nc2ccccc2c1=O | 2
60 | CCOC(=O)[C@H]1[C@H]2COc3ccc(C)cc3[C@@H]2N2C(=O)c3ccc(C)cc3NC(=O)[C@@]12C | 16

item	molecule	Pf gametocyte
61	Cc1ccc(-n2c(C)nc3ccsc3c2=O)cc1	1
62	COc1ccc(-c2cc3cc(OC)c(OC)cc3cn2)cc1OC	-14
63	CCNc1nc(Cl)nc(NC2CCCCC2)n1	-3
64	CCOC(=O)[C@@H]1[C@H]2COc3ccc(Br)cc3[C@@H]2N2C(=O)N(c3cccc(F)c3)C(=O)[C@@]12C	11
65	Cc1ccc(-c2cn(CCC(=O)O)c(-c3ccc(Cl)nc3)n2)cc1	-11
66	Cc1cc(=O)[nH]c(SCC(=O)c2ccc(F)c(C)c2)n1	-14
67	CCC(Cc1ccccc1)NC(=O)C1CC1 (centres undefined)	10
68	CCN(/C(N)=N/c1nc(C)cc(C)n1)c1ccccc1	12
69	CCC(CC)COC(=O)C1=C(C)NC(=O)NC1c1ccc(OC)cc1 (centres undefined)	-19
70	Cc1cnc(C(=O)Nc2ccc(S(=O)(=O)N(C(C)C)C(C)C)cc2)cn1	2
71	CC(C)C[C@@H](CO)N1CCN(Cc2cccc(C#N)c2)CCC1=O	3
72	CC(=O)c1cccc(NC(=O)c2ccccc2-c2ccccc2C(=O)O)c1	3
73	C=CS(=O)(=O)N(Cc1ccccc1Br)[C@H](CO)Cc1ccccc1	-1
74	COc1ccc(-c2sc3ccccc3c2/C=C/c2ccncc2)cc1	1
75	COc1cccc(CNCc2cc(OC)cc(OC)c2)c1	-5

# 2 consecutive entries from above, quoted:
item	molecule	Pf gametocyte
74	COc1ccc(-c2sc3ccccc3c2/C=C/c2ccncc2)cc1	1
75	COc1cccc(CNCc2cc(OC)cc(OC)c2)c1	-5

# Next section
item	molecule	Pf gametocyte
76	C=CCN=C1N[C@@H](c2ccccc2)C(C(=O)OC)=C(C)N1CCOC	11
77	Cc1ccc(-c2cn(CCN)c(-c3ccncc3)n2)cc1	30
78	C[C@H]1CC[C@@]2(O[C@@H](CCO)C[C@H](O)[C@H]2O)O1	9
79	C=CCn1c(SCc2ccc(C(=O)NCCO)cc2)nc2ccccc2c1=O	3
80	COC(=O)c1ccc(-c2nc(CN3CCN(Cc4cccc(C)c4)CC3)c(C)o2)cc1	-16
81	CC(=O)Nc1c(O)c2cccc3c2n(c1=O)CCC3	13
82	COC(=O)[C@H](CCSC)NC(=O)Cn1ccc(N)nc1=O	-5
83	CCN1CCN(C(=O)NC2CCCCC2)CC1	23
84	O=S(=O)(NC1CC1)c1ccc(Cl)cc1	-10
85	Cc1cc(=O)c(C(=O)c2ccccc2)c(C)o1	-18
86	CCC(Oc1ccc(C)cc1)C(=O)Nc1ccc2c(c1)n(C)c(=O)n2C (centres undefined)	-5
87	Cc1cc(C)nc(/N=C(\N)Nc2ccc(OCCC(C)C)cc2)n1	6
88	CC(C)NC(=O)C1CCN(Cc2cccc(Oc3ccccc3)c2)CC1	4
89	O=C(O)CSc1nnc(-c2ccc(Cl)cc2)n1-c1ccccc1	-20
90	O=C(Nc1cccc(Cl)c1)c1nc[nH]c1C(=O)N1CCc2ccccc2C1	-13

item	molecule	Pf gametocyte
91	CCOC(=O)C1C(c2ccc(O)c(OC)c2)NC(=O)NC1(O)C(F)(F)F (centres undefined)	6
92	CSC1=Nc2sc3c(c2C2=NCCN12)CC(C)(C)OC3	5
93	OCC1(CCCc2ccccc2)CCN(C2CCC2)CC1	-20
94	O=C1CCN(Cc2ccccc2)S(=O)(=O)c2c(F)cc(F)cc21	-9
95	CC(C)(C)OC(=O)N1CCC(Cc2cc(-c3cccc(Br)c3)no2)(C(=O)O)CC1	-9
96	Cc1ccc2nnn(Cc3cccc(C(C)(C)C)c3O)c2c1	-25
97	Cc1ccc(CC(=O)NC2CCN(C)CC2)cc1	26
98	Cc1ccc(Oc2cc(NN3CCCCC3)c([N+](=O)[O-])cc2[N+](=O)[O-])c(Cl)c1	-52
99	CCOC(=O)c1ccc(NS(=O)(=O)c2c(N)[nH]c(=O)[nH]c2=O)cc1	-24
100	O=C(Nc1ccccn1)c1sc2cc([N+](=O)[O-])ccc2c1Cl	10
101	COc1ccc(NC(=O)C2CC(c3ccccc3Cl)=NO2)cc1 (centres undefined)	9
102	CCC1CCCCN1C(=O)/C=C/c1ccc2c(c1)OCO2 (centres undefined)	6
103	OC(COc1ccc(Cl)cc1)CN1CCN(c2ccccn2)CC1 (centres undefined)	-6
104	C/C(=N/Nc1ccc([N+](=O)[O-])cc1)c1c[nH]c2ccccc12	-31
105	C[C@H](CO)N1C[C@H](C)[C@@H](CN(C)C(=O)Nc2ccc(C(F)(F)F)cc2)Oc2ccc(NC(=O)Nc3ccc(C(F)(F)F)cc3)cc2C1=O	-2

# In another format: results already given
95: CC(C)(C)OC(=O)N1CCC(Cc2cc(-c3cccc(Br)c3)no2)(C(=O)O)CC1
  Pf gametocyte: -9
96: Cc1ccc2nnn(Cc3cccc(C(C)(C)C)c3O)c2c1
  Pf gametocyte: -25
97: Cc1ccc(CC(=O)NC2CCN(C)CC2)cc1
  Pf gametocyte: 26
98: Cc1ccc(Oc2cc(NN3CCCCC3)c([N+](=O)[O-])cc2[N+](=O)[O-])c(Cl)c1
  Pf gametocyte: -52

# Later entries
item	molecule	Pf gametocyte
106	Cn1c(N2CCOCC2)nc2c1c(=O)n(Cc1ccc(Cl)cc1)c(=O)n2C	0
107	COc1ccccc1NC(=O)c1cc(C(=O)Nc2ccccc2OC)n(C)n1	-13
108	O=C1CC(c2cc(-c3ccccc3)no2)C1	-36
109	CCOC(=O)[C@H]1[C@H]2COc3ccccc3[C@@H]2N2C(=O)CN(CC3CCCO3)C(=O)[C@@]12C (some centres undefined)	18
110	COC(=O)[C@]12C(=O)NC[C@H](CN1c1ccc(Cl)c(C)c1)N2C	-1
111	O=C(COc1ccc(F)cc1)N1CCCCCCC1	-19
112	OCCCn1c(C2CCCN2c2nc(-c3ccc(F)cc3)cs2)nc2cc(Cl)c(N3CCCCC3)cc21 (centres undefined)	14
113	COC(=O)CN(c1nc(C)c(Br)c(OC)n1)S(=O)(=O)c1ccccc1	18
114	Cc1cc2c(cc1C)C(c1cccc(F)c1)CC(=O)N2 (centres undefined)	13
115	Cc1ccnc(NS(=O)(=O)c2ccc(NC(=O)c3ccc(Cl)cc3[N+](=O)[O-])cc2)n1	8
116	CC(=O)Nc1ccc(NC(=O)CSc2nnc(C)n2-c2ccccc2)cc1	-4
117	COC(C)c1oc2c(C)c3oc(=O)cc(C)c3cc2c1C (centres undefined)	-18
118	O=C1CN(C(=O)c2ccc(Cl)c([N+](=O)[O-])c2)c2ccccc2N1	2
119	O=C1NC(c2ccc(F)cc2)Oc2ccccc21 (centres undefined)	0
120	COc1ccc(NC(=S)N2CCN(c3ccccc3)CC2)c(OC)c1	-6
121	O=C(N/N=C/c1ccc(OC(=O)c2ccco2)cc1)c1ccc[n+]([O-])c1	5
122	C[C@H](CO)N1C[C@H](C)[C@@H](CN(C)S(=O)(=O)c2cccs2)Oc2ccc(NS(=O)(=O)c3ccc(F)cc3)cc2C1=O	13
123	Cc1ccc(N(CC(=O)NC(C)(C)C)C(=O)CCC(=O)Nc2nccs2)c(C)c1	4

# Values in list order from the list:
# Pf gametocyte for entries 112 to 123 → 14, 18, 13, 8, -4, -18, 2, 0, -6, 5, 13, 4
